MEKK3 PB1 HTS: modulators of MEKK3-MEK5 PB1 binding, primary screen, biochemical, wildtype MEKK3, multiplex bead flow cytometry, Alexa488-MEK5; Mitogen-activated protein kinase kinase kinase 3 (Homo sapiens), Q99759; bead-based flow cytometry, Alexa488-MEK5 binding to MEKK3; actives lie on both sides; 0 = blocked by unlabeled MEK5, 100 = vehicle; binding response (% of control), % at 10 µM; 290,000 compounds, 1.4% hits; AID 1529, 2009;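 active = binding response more than 3 SD above or below the average of its plate-row segment, actives on both sides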;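 note: Alexa488 bead fluorescence after subtracting the streptavidin-only scavenger bead signal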
GalR3 antagonist: GalR3 antagonists in HEK293 cells, primary screen, cell-based, fluorescence readout; HEK293 GalR3-CNG cAMP membrane potential fluorescence; galR3 body fused to GalR1 C-terminus; inhibition, % at 3 µM; 360,000 compounds, 0.44% hits;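 active = inhibition above the screen-wide average plus 3 SD, cut at about 13% in these data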;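 note: forskolin and galanin both at EC90 stimulate the cells; cAMP rise reported by CNG channel membrane potential dye signal; 0% = forskolin plus galanin with DMSO and 100% = forskolin alone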
Target sequence (O60755 1-299 limits assumed): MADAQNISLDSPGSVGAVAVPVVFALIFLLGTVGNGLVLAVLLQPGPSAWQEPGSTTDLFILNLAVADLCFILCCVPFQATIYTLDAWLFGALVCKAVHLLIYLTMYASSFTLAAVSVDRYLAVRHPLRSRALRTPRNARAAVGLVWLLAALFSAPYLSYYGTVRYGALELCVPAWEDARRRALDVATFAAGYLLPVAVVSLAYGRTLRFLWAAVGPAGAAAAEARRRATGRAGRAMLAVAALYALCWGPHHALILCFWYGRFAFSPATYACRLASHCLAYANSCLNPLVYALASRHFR
PHOSPHO1 inh: PubChem AID 1565; Phosphoethanolamine/phosphocholine phosphatase (Homo sapiens), Q8TCT1; recombinant PHOSPHO1, absorbance phosphatase assay; inhibition, % at 13.3 µM; 290,000 compounds, 1.1% hits; in the data active = inhibition above about 60%
Target sequence (Q8TCT1 whole entry, looked up): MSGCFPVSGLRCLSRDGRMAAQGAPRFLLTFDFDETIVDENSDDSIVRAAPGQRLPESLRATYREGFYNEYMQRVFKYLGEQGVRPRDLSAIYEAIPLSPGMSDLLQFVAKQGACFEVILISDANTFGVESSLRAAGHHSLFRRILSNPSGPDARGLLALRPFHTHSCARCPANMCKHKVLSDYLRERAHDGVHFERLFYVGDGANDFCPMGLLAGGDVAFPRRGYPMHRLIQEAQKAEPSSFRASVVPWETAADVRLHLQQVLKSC
V1aR counter: agonists of human V1a receptor, primary screen, counter-screen for OXTR agonist project, fluorescence, CHO-V1R cells. Vasopressin V1a receptor (Homo sapiens), P37288. Fluo-8 calcium fluorescence, agonist mode; 0% DMSO, 100% 3 nM vasopressin. activation, % at 3 µM. 320,000 compounds, 0.25% hits;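 active = activation above the mean activation of all tested compounds plus 3 SD, per screening run, cut at about 20% in these data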;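 note: signal is peak over basal fluorescence ratio across a 100 second FLIPR read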
OXTR ag: human OXTR agonists, primary screen, fluorescence, CHO-OTR cells, Fluo-8 calcium; Oxytocin receptor (Homo sapiens), P30559; Fluo-8 calcium fluorescence; normalized: DMSO 0%, oxytocin 100%; activation, % at 3 µM; 320,000 compounds, 0.32% hits; AID 2435, 2010;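 active = activation above the mean of all tested compounds plus 3 SD, cutoff set per screening run, cut at about 20% in these data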;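 note: peak over basal fluorescence ratio from a 100 s FLIPR kinetic read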
MEKK2 mut-MEK5: MEK5 binding signal on mutant MEKK2 PB1, primary screen, biochemical, multiplex bead flow cytometry, Alexa488-MEK5; Alexa488-MEK5 binding to MEKK2 mutant; 290,000 compounds, 0.35% hits; percent response, % at 10 µM; in the data active = percent response above about 24%, passing the limit was not always enough; note: inactives centre near 1; some results filed as inactive read as strong as hits; reference of the scale not given here
GPR7 antagonist: GPR7 receptor antagonists, primary screen, cell-based, fluorescence, single concentration. Neuropeptides B/W receptor type 1 (Homo sapiens), P48145. GPR7-expressing cells, fluorescence antagonist assay. inhibition, % at 4.4 µM. 290,000 compounds, 1.1% hits; in the data active = inhibition above about 16%, passing the limit was not always enough;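 note: cells stimulated with the agonist NPW; 0% = agonist with vehicle and 100% = vehicle without agonist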
Target sequence (P48145 whole entry, looked up): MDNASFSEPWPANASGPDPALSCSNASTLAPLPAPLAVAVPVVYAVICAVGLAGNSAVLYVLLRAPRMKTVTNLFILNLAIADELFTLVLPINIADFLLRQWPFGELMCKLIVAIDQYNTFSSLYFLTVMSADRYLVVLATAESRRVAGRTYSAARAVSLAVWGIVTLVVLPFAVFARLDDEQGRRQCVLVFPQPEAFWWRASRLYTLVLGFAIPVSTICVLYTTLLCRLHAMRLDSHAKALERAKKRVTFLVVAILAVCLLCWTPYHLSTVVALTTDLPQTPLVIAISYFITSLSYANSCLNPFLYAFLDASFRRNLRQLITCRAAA
MEKK2wt PB1 HTS: modulators of MEK5 binding to wildtype MEKK2, primary screen, biochemical, multiplex bead flow cytometry, Alexa488-MEK5 | 290,000 compounds, 1.1% hits | binding response (% of control), % at 10 µM | Mitogen-activated protein kinase kinase kinase 2 (Homo sapiens), Q9Y2U5 | Alexa488-MEK5 binding to MEKK2 WT; actives lie on both sides; in the data active = binding response below about 67% or above about 130%
NALP1 inh: NALP1 inflammasome inhibitors in reconstituted yeast, colorimetric, S. cerevisiae, triplicate retest. S. cerevisiae NALP1/ASC/caspase-1 growth, X-gal OD620, 72 h. inhibition, % at 10 µM. 280,000 compounds, 0.61% hits. AID 2071, 2009; in the data active = inhibition mostly above about 24%, no sharp cut-off; inactive = mostly below about 32%; note: some compounds called inactive have numbers as strong as hits
Starred values were filed as active, the others as inactive; / = not tested or not shown; & = joins results of further samples.

SMILES	MEKK3 PB1 HTS	GalR3 antagonist	PHOSPHO1 inh	V1aR counter	OXTR ag	MEKK2 mut-MEK5	GPR7 antagonist	MEKK2wt PB1 HTS	NALP1 inh
CCCn1c(-c2ccc(OC)cc2)nc2nc3ccccc3nc21	104	-3	0	-0.2	-0.5	6	10	104	7
OCC[C@@H]1C[C@H](O)[C@@H](O)[C@]2(OCCc3ccccc32)O1	100	-3	36	0.4	0.2	-4	-6	96	12
CCn1c(=O)c(C(=O)Nc2ccccc2F)c(O)c2ccccc21	102	-5	24	-0.6	-0.3	2	-15	105	8
COc1ccccc1N=Cc1c(C)c(C#N)c2[nH]c3ccccc3n2c1=O	89	-2	10	-0.5	0.0	1	-10	85	-16
NC12NC(=O)C3(O)C4C5CC(C6C5C3C61)C42 (configuration not stated)	105	0	-5	1.0	-0.3	-10	5	100	15
COc1ccc(-n2nnnc2-c2cnc3cc4c(cc3c2C)OCO4)cc1	100	-5	3	0.9	1.5	-4	-1	95	10
CCOCCn1c(N2CCN(c3ccccc3)CC2)nc2c1c(=O)[nH]c(=O)n2C	103	-2	-15	-0.3	-0.2	-10	-5	91	-8
Cc1cccc(C(=O)N/N=C/c2cc(Br)c(Br)o2)c1	105	1	-3	0.8	1.1	2	-4	105	27
COc1ccc(Nc2nnc(SCC(=O)NC(=O)Nc3ccc4c(c3)OCCO4)s2)cc1	97	-2	-78	-0.2	3.6	-1	1	93	5
Cc1ccc(/C=N/NC(=O)CCn2nc(C)cc2C)c(C)c1	108	-5	6	-0.6	-0.2	5	-15	108	18
Cc1ccc(NC(=O)C2C3C=CC4(CN(Cc5cccnc5)C(=O)C24)O3)cc1 (configuration not stated)	87	-2	-3	-0.6	0.9	-11	-9	91	18
CC(O)CNc1nc2c(c(=O)n(C)c(=O)n2C)n1C/C=C/c1ccccc1 (configuration not stated)	99	1	14	0.1	0.7	-1	1	99	21
Nc1ccc(-c2nnn(Cc3ccccc3F)n2)cc1	109	-7	/	1.9	-0.2	9	8	107	-16
CC(=O)NC(Cc1ccc(F)cc1)C(=O)NC1CCN(c2nnnn2-c2ccccc2)CC1 (configuration not stated)	98	0	14	-0.4	-0.1	-1	-7	99	30
CNC(=S)N=Nc1c(O)[nH]c2ccccc12	98	1	4	-0.1	-1.3	-2	1	101	18
CCc1ccc(CN(C)Cc2nc(-c3cccc(Cl)c3)no2)nc1	101	-4	37	0.0	2.3	-12	-3	97	11
Cc1c(C(=O)Nc2cccnc2)oc2ccc(Br)cc12	109	-6	18	0.3	-1.7	9	-19	106	2
CCCCOC(=O)Cn1c(=N)n(CCC)c2ccccc21	81	-5	14	0.5	-0.1	-9	-5	88	8
Cc1onc(-c2ccccc2)c1C(=O)OCC(=O)Nc1ccc2c(c1)OCO2	95	-4	5	-0.1	-0.5	-1	-3	95	9
CCc1cc2cc3c(cc2nc1SCC(=O)Nc1nccs1)OCO3	92	2	48	0.5	-0.8	-6	-5	94	5
C=CCNC(=O)C1CC2Cn3c(nc4cc5ccccc5cc43)C2N1C (configuration not stated)	102	-7	16	0.9	-0.1	2	/	106	/
C=CCn1c(SCC(=O)CC(=O)OCC)nc2cc(C(=O)N3CCC(C(N)=O)CC3)ccc2c1=O	95	2	-10	-0.2	0.6	-10	-1	94	-14
CC(=O)Nc1ccc(Nc2ccccc2)cc1	94	-5	2	-0.1	0.7	-7	1	93	14
COc1ccc(COC(=O)Nc2c(SC)nsc2SC)cc1	98	-8	33	-0.3	-2.1	-2	-6	93	24
COc1cccc(/C=C(/C#N)c2ccc(Cl)cc2)c1OCc1cccc(C(=O)O)c1	107	-5	14	6.4	9.3	6	-12	99	-1
COCCN1CCN(C(=O)C2CCC(=O)N(Cc3ccc(Cl)cc3)C2)CC1 (configuration not stated)	100	-8	34	1.6	0.9	-7	15	98	24
CN(C)CCN(Cc1ccccc1)c1ccccn1	78&99	/	21&20	0.6	0.0	1&2	-11&-2	93&101	36&0
CCCCCC[n+]1c(-c2ccc(Cl)cc2Cl)csc1Nc1ccccc1	108	-2	-1	0.5	-0.7	21	-10	118	13
COC(=O)c1ccccc1NC(=O)c1ccnn1C	73	-5	22	-1.1	-0.7	-22	1	70	0
COc1ccc(S(=O)(=O)NCc2ccccn2)cc1Cl	103	0	14	-0.3	-0.4	1	-3	107	-24
CCOC(=O)C[C@H]1c2ccc(C(F)(F)F)cc2S(=O)(=O)N1C(C)(C)C	102	-1	/	-1.6	-1.2	4	/	105	/
COC(=O)CSC1=C(C#N)C(=O)NC(c2ccccc2)S1 (configuration not stated)	101	-4	98*	2.2	2.9	1	-4	98	46
CCOCCCNC(=O)C(c1ccc(C)cc1)N(Cc1ccc2c(c1)OCO2)C(=O)c1cnccn1 (configuration not stated)	86	-2	50	-0.2	-1.1	-1	3	94	-9
Cc1ccc(C)c(CN2CCC(CNC(=O)Nc3cccc(Cl)c3C)CC2)c1	101	-10	-24	4.6	9.1	9	0	119	13
CCCSc1nc(C)cc(=O)[nH]1	101	-4	12	0.6	-0.6	2	-6	105	13
CCc1ccc(NC(=O)c2cnn3c(C(F)F)cc(C)nc23)cc1	100	-5	33	0.6	-0.5	-1	-21	101	21
COc1ccc(-c2cc(C(F)(F)F)c(C#N)c(SCC(=O)O)n2)cc1OC	101	/	11	0.1	-0.1	0	-11	94	6
COc1ccc(OC)c(-n2nnnc2SCC(=O)N2CCN(C(=O)c3ccco3)CC2)c1	101	-5	57	0.5	-1.2	-5	-3	99	4
COc1cc(OC)c(NC(=O)c2ccccc2F)cc1Cl	62	-1	34	-1.7	-1.0	-12	-1	62	-3
O=C(NC1CCN(S(=O)(=O)c2ccc(F)cc2)CC1)c1cccc(F)c1	98	-9	-15	-0.6	-1.1	9	1	102	14
O=C(Nc1n[nH]c(C(F)(F)F)n1)c1cccs1	106	2	16	0.2	-0.2	4	-5	109	30
O=C(CO/N=C/c1ccc(OC(F)F)cc1)NC1CCCC1	102	-9	34	0.4	-1.0	-3	0	99	-32
CCOC(=O)N1CCN(C(=O)C2CCN(Cc3ccc(OC)cc3OC)CC2)CC1	93	-4	13	-0.5	-1.0	-1	-7	89	8
COc1cccc(CNCCc2c[nH]c3ccccc23)c1OCc1ccccc1F	110	-17	47	9.5	24*	18	40*	159*	-4
Cc1ccc2[nH]c(=O)c(C(c3nnnn3C(C)(C)C)N(Cc3ccco3)CC3CCCO3)cc2c1 (configuration not stated)	102	2	19	0.0	-0.1	6	-15	105	5
COc1ccc(-n2ccnc2SCC(=O)NC2CCCC2)c(OC)c1	97	-4	16	0.5	0.1	-1	-3	96	-9
O=C(/C=C/Nc1ccc(OC(F)(F)F)cc1)C(F)(F)F	115	-2	19	0.8	-0.1	17	-15	121	-8
COc1ccc(/C=N/n2c(-c3cc(C)[nH]n3)n[nH]c2=S)cc1OC	90	-3	93*	2.9	0.5	-14	-2	89	6
OCCN(Cc1ccccc1)CC1CC2C=CC1C2 (configuration not stated)	104	-2	12	-1.0	-0.4	9	-8	107	7
COc1cc(N=C(N)N=C(N)N)cc(OC)c1	102	-1	8	0.3	1.9	-1	-6	104	-24
CS(=O)(=O)c1ccc2nc(NC(=O)C3COc4ccccc4O3)sc2c1 (configuration not stated)	99	-7	18	0.4	0.5	1	-2	100	7
CC(=O)Nc1cccc(-c2cnc3ccccc3n2)c1	100	-6	-4	-0.4	-1.2	-1	-4	98	20
O=C(c1ccoc1)N1CCCC(CO)(CCCc2ccccc2)C1 (configuration not stated)	97	-3	20	-0.1	-0.1	1	-4	99	7
O=C(CN1CCN(S(=O)(=O)c2ccccc2)CC1)Nc1cccc(C(F)(F)F)c1	102	-4	-16	9.1	9.2	4	4	100	6
O=C(NCc1ccccc1Cl)C1CCN(S(=O)(=O)c2cccc3nonc23)CC1	100	-8	24	3.4	2.6	0	-5	93	10
O=C(CCl)Nc1c(C(=O)Nc2ccc3c(c2)OCCO3)oc2ccccc12	101	-2	51	-1.3	-0.2	5	1	105	0
CCOC(=O)CC1(CC(=O)OCC)NC(=O)c2c(C)sc(C(=O)OCC)c2N1	98	-3	-1	-1.2	-2.6	0	7	100	0
Cc1cccc(N2C(=O)c3ccc(Br)cc3C2=O)n1	96	-12	19	0.4	0.0	0	-5	100	5
COC(=O)c1sccc1NC(=O)COc1ccc(C)cc1	99	-3	37	-0.3	-2.1	-4	-14	94	10
Cc1nn(-c2ccccc2)c(C)c1C(=O)OCC(=O)NCc1ccco1	102	-1	-4	0.8	-1.5	3	5	106	3

Among those listed so far, these have a Cl atom.
SMILES	MEKK3 PB1 HTS	GalR3 antagonist	PHOSPHO1 inh	V1aR counter	OXTR ag	MEKK2 mut-MEK5	GPR7 antagonist	MEKK2wt PB1 HTS	NALP1 inh
CCc1ccc(CN(C)Cc2nc(-c3cccc(Cl)c3)no2)nc1	101	-4	37	0.0	2.3	-12	-3	97	11
COc1cccc(/C=C(/C#N)c2ccc(Cl)cc2)c1OCc1cccc(C(=O)O)c1	107	-5	14	6.4	9.3	6	-12	99	-1
COCCN1CCN(C(=O)C2CCC(=O)N(Cc3ccc(Cl)cc3)C2)CC1 (configuration not stated)	100	-8	34	1.6	0.9	-7	15	98	24
CCCCCC[n+]1c(-c2ccc(Cl)cc2Cl)csc1Nc1ccccc1	108	-2	-1	0.5	-0.7	21	-10	118	13
COc1ccc(S(=O)(=O)NCc2ccccn2)cc1Cl	103	0	14	-0.3	-0.4	1	-3	107	-24
Cc1ccc(C)c(CN2CCC(CNC(=O)Nc3cccc(Cl)c3C)CC2)c1	101	-10	-24	4.6	9.1	9	0	119	13
COc1cc(OC)c(NC(=O)c2ccccc2F)cc1Cl	62	-1	34	-1.7	-1.0	-12	-1	62	-3
O=C(NCc1ccccc1Cl)C1CCN(S(=O)(=O)c2cccc3nonc23)CC1	100	-8	24	3.4	2.6	0	-5	93	10
O=C(CCl)Nc1c(C(=O)Nc2ccc3c(c2)OCCO3)oc2ccccc12	101	-2	51	-1.3	-0.2	5	1	105	0
